CHRM5 antagonist: human M5 muscarinic receptor antagonists, primary screen, CHO cells, Fluo-8 calcium fluorescence | Muscarinic acetylcholine receptor M5 (Homo sapiens), P08912 | CHO-hM5 cells, ACh EC80 | inhibition, % at 3 µM | 360,000 tested, 0.59% active | AID 624040, 2012;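 active = inhibition above a per-plate cutoff, the mean of that plate's test compounds plus 3 SD, cut at about 27% in these data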;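 note: 0% = acetylcholine EC80 with DMSO and 100% = DMSO without agonist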
Target sequence (P08912 whole entry, looked up): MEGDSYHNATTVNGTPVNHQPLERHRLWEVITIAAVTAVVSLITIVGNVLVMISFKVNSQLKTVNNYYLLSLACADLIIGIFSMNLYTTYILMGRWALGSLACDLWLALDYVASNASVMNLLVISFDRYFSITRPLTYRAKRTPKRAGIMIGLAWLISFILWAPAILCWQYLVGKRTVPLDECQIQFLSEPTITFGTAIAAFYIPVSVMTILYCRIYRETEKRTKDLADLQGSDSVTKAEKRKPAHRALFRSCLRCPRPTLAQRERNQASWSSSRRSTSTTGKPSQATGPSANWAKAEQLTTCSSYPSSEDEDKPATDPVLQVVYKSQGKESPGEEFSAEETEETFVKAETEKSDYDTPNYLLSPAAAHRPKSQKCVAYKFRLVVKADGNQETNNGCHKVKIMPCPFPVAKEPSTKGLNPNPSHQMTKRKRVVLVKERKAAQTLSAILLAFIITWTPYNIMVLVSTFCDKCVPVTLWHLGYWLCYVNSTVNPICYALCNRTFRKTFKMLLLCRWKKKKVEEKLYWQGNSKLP
M4 PAM: human M4 muscarinic receptor positive allosteric modulators, primary screen, CHO-K1 cells, Fluo-8 calcium fluorescence; AID 624126, 2012; 360,000 tested, 0.4% active; activation, % at 3 µM; CHO-K1 hM4/Gqi5, ACh EC20; 0% = ACh EC20, 100% = maximal ACh;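 active = activation above its plate's cutoff, the mean activation of sample wells plus 3 SD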; note: some results filed as inactive read as strong as hits
CRFR2-BP ag: agonists of CRF-BP/CRF-R2 complex, primary screen, cell-based, HEK293, calcium dye fluorescence, uHTS; calcium dye fluorescence (FLIPR); percent of saturating CRF peptide response; activation, % at 13.2 µM; 350,000 tested, 0.46% active; AID 588473, 2011;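 active = activation of at least 50%, plus an integration ratio under a set limit after plate pattern correction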;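 note: plate controls were neutral control wells without compound for no effect and CRF at EC100 for full effect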
M1 PAM: human M1 muscarinic receptor positive allosteric modulators, primary screen, CHO-K1 cells, Fluo-8 calcium fluorescence, 1536-well; Muscarinic acetylcholine receptor M1 (Homo sapiens), P11229; CHO-K1 hM1, ACh EC20; 0% = ACh EC20, 100% = maximal ACh; activation, % at 3 µM; 360,000 tested, 0.088% active; in the data active = activation above about 19%, passing the limit was not always enough
Target sequence (P11229 whole entry, looked up): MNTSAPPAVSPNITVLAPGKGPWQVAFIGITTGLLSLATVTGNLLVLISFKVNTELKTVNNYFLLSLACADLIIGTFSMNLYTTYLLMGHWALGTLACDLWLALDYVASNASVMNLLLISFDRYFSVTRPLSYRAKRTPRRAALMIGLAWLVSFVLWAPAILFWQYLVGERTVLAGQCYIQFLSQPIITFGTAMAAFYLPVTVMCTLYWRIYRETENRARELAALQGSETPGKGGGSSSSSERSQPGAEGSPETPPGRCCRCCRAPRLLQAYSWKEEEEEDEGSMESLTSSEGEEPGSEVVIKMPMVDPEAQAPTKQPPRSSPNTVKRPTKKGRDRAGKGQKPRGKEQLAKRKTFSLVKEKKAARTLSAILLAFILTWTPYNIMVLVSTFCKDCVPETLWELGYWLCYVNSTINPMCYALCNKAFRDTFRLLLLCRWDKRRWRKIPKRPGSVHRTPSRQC
M4 antag: human M4 muscarinic receptor antagonists, primary screen, CHO cells, Fluo-8 calcium fluorescence. Muscarinic acetylcholine receptor M4 (Homo sapiens), P08173. CHO-hM4 cells, ACh EC80. inhibition, % at 3 µM. 360,000 tested, 0.73% active. AID 624125, 2012;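 active = inhibition above its plate's cutoff, the mean inhibition of sample wells plus 3 SD, cut at about 27% in these data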;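 note: 0% = acetylcholine EC80 with DMSO and 100% = DMSO without agonist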
CHRM5 PAM: human M5 muscarinic receptor positive allosteric modulators, primary screen, CHO-K1 cells, Fluo-8 calcium fluorescence | Muscarinic acetylcholine receptor M5 (Homo sapiens), P08912 | 360,000 tested, 0.3% active | activation, % at 3 µM | CHO-K1 hM5, ACh EC20 PAM; 0% = ACh EC20, 100% = ACh EC100;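 active = activation above the run cutoff, the mean activation of all test compounds plus 3 SD, cut at about 18% in these data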
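Assay system – human M5 receptor in CHO-K1 cells · Read-out – % activation, ACh-normalized · Technique – Fluo-8 calcium fluorescence · Dosing – single-point, 3 µM nominal · Incubation – Fluo-8 loading 80 min at 37 °C plus 30 min room temperature · Repeats – singlicate, one well per test compound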
CHRM1 antagonist: human M1 muscarinic receptor antagonists, primary screen, CHO-K1 cells, Fluo-8 calcium fluorescence, 1536-well; CHO-K1 hM1, ACh EC80 antagonist; Muscarinic acetylcholine receptor M1 (Homo sapiens), P11229; AID 588852, 2011; 360,000 tested, 1.3% active; inhibition, % at 3 µM;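 active = percent inhibition above its own plate's cutoff, namely the mean of that plate's compound wells plus 3 SD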;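 note: peak over basal fluorescence ratio during 140 s after agonist addition; 0% = ACh EC80 plus DMSO and 100% = DMSO alone without agonist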
M4 ag: human M4 muscarinic receptor agonists, primary screen, CHO-K1 cells, Fluo-8 calcium fluorescence; 360,000 tested, 0.14% active; CHO-K1 hM4/Gqi5; vehicle 0%, full acetylcholine response 100%; activation, % at 3 µM; Muscarinic acetylcholine receptor M4 (Homo sapiens), P08173;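 active = activation above the run mean over all test wells plus 3 SD, cut at about 32% in these data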;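 note: peak over basal fluorescence ratio per well then scaled between controls; 0% = DMSO wells and 100% = acetylcholine at EC100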
CHRM5 agonist: human M5 muscarinic receptor agonists, primary screen, CHO-K1 cells, Fluo-8 calcium fluorescence | 360,000 tested, 0.19% active | activation, % at 3 µM | Muscarinic acetylcholine receptor M5 (Homo sapiens), P08912 | CHO-K1 hM5 cells; 0% DMSO wells, 100% maximal acetylcholine response;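 active = activation above the run's mean over test compounds plus 3 SD, cut at about 23% in these data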;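 note: signal is peak over basal fluorescence ratio across the kinetic read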
The depositor's hits bear a star; nt = no result given.

SMILES	CHRM5 antagonist	M4 PAM	CRFR2-BP ag	M1 PAM	M4 antag	CHRM5 PAM	CHRM1 antagonist	M4 ag	CHRM5 agonist
CCOc1ccc(N(CC(=O)NC2CCCCC2)C(=O)CSc2nnc(COc3ccccc3)o2)cc1	2	11	1.3	10	3	0	-14	0	-2
O=C(Nc1nc2ccccc2[nH]1)c1cccs1	13	0	-0.8	2	0	1	-2	1	-2
O=C(COC(=O)COc1ccc(Nc2ccccc2)cc1)NCc1ccco1	1	-12	5.6	0	9	-5	1	7	2
CC1CCN(CC(=O)NCc2ccco2)CC1	4	1	-2.8	4	4	5	-1	2	1
CC(C)(C)NC(=O)Cn1nnc(-c2ccc(S(C)(=O)=O)cc2)n1	10	23	1.5	14	12	-7	-23	0	2
CC(C)[C@H](NC(=O)c1ccc(F)cc1)C(=O)NC1=NCCS1	0	4	-0.2	8	-3	4	-17	2	-5
C[C@H](CO)N1C[C@H](C)[C@@H](CN(C)C(=O)Nc2ccccc2)Oc2c(NC(=O)C3CCCCC3)cccc2C1=O	14	1	-2.5	-14	11	-4	19	1	-2
CSc1cc(C)c(OCC(=O)Nc2c(C)nn(C)c2C)c(C)c1	-11	9	6.3	5	-4	-2	-14	8	-1
CCCNC(=O)C1(C)CCN(C(=O)c2sccc2C)C1 (stereo not given)	22	7	nt	13	-7	2	-24	0	0
C[C@@H]1O[C@@H](OC[C@H]2O[C@@H](Oc3c(-c4ccc(O)cc4)oc4cc(O)cc(O)c4c3=O)[C@H](O)[C@@H](O)[C@@H]2O)[C@H](O)[C@H](O)[C@H]1O	6	0	-2.6	6	2	-2	-13	0	1
CCOC(=O)/C(=C/c1c(C)n(C)c2ccc([N+](=O)[O-])cc12)C(C)=O	-1	1	1.4	10	-2	-2	-6	1	2
CCC(=O)Nc1ccc(NC(=O)c2oc3ccccc3c2C)cc1	-8	-9	-0.7	8	1	-8	-11	11	2
S=C(NCc1ccc(Cl)cc1)NN1CCOCC1	1	1	0.3	-4	-4	2	-1	1	-4
Nc1ccc2[nH]ncc2c1	-8	3	-1.7	8	-9	-1	-31	1	0
CCOC(=O)C1=C(c2ccccc2)c2ccc(OC)cc2N(S(=O)(=O)C(F)(F)F)C1C(=O)OCC (stereo not given)	-4	-9	-0.4	-10	6	-9	12	11	5
CC(C)(C)c1cc(C(=O)N/N=C/c2ccc(F)cc2)n(-c2ccccc2)n1	-1	6	1.8	-5	-1	-3	-9	5	-1
COc1ccc(C(=O)Nc2nc(CC(=O)NCCc3ccccc3)cs2)cc1	3	-6	-1.1	4	0	-7	-6	13	1
Fc1ccc(OCCOCCN2CCNCC2)cc1	16	-4	0.1	4	2	-3	-19	0	-8
Cn1c(-c2ccc(F)cc2)cnc1SCC(=O)NNC(=O)Cc1ccccc1	15	0	-5.9	-7	9	-2	15	0	-3
O=C(Nc1cc(Cl)cc(Cl)c1)C(NCC1CCCO1)c1ccccc1 (stereo not given)	9	-9	-0.1	-6	0	-16	8	8	2
O=[N+]([O-])c1ccc2nonc2c1Nc1cccc(F)c1	1	1	-7.0	10	6	1	-14	0	-3
CCc1ccccc1Nc1nc2ccccc2n1C(C)C	2	-10	-1.0	-6	4	-1	5	0	-6
CC(C)NC(=O)NC(=O)COC(=O)c1ccc([N+](=O)[O-])cc1Cl	5	-1	-2.2	-2	4	6	7	1	0
Cn1c(N)c(C(=O)COC(=O)c2cccs2)c(=O)n(C)c1=O	-1	3	0.0	10	2	2	-15	2	2
COc1ccccc1[C@@H]1C(c2ccccc2)=NN(c2ccc(Br)cc2)[C@H]1C(=O)N1CCOC1=O	9	-4	-0.4	-12	-1	-5	9	-1	1
O=C(CC1CCCCC1)NCc1cn2ccsc2n1	-10	-3	-0.1	5	-6	-1	-2	0	-3
CCN(C[C@H]1N[C@@](C)(C(=O)OC)[C@H]2C(=O)N(C)C(=O)[C@@H]12)S(=O)(=O)c1ccc(OC(F)(F)F)cc1	-10	-7	0.9	-1	2	-2	1	-1	-2
CC1(C)CC(NC(=O)Cc2ccccc2)CC(C)(C)N1	11	-4	0.4	3	2	-3	-8	0	-6
Cc1ccc(NC(=O)[C@H](Cc2ccccc2)NC(=O)[C@@H]2Cc3ccccc3CN2)c(C)c1	11	2	-0.1	11	-2	2	-18	2	-1
Cn1c(-c2c(N)n(-c3ccccc3)c3nc4ccccc4nc23)nc2ccccc21	19	2	86*	-1	9	-13	11	10	9
Cc1cc(C(=O)NNC(=O)c2cccc(C(F)(F)F)c2)no1	7	-13	-2.1	4	-2	-6	10	4	-1
CN(C)c1cccc2c(/C=N/O)ccc(N(C)C)c12	3	-5	1.0	-12	6	-7	8	0	-10
CCOc1ccc(NC(=S)c2ccc3ccccc3n2)cc1	6	2	0.0	7	3	1	-19	1	-2
CC(O)CNCCOc1ccccc1-c1ccccc1 (stereo not given)	1	7	-4.2	-1	0	5	-8	3	-4
NC(=S)NN=C1CSSC1	-7	8	-1.4	7	-26	4	-13	2	-1
COc1cccc(-n2nnnc2SCC(=O)Nc2cccc(NC(C)=O)c2)c1	0	-9	-1.3	-3	-1	-14	1	7	6
COc1cc(/C=C/C(=O)OC(C)C(=O)Nc2c(C)n(C)n(-c3ccccc3)c2=O)ccc1OCC#N (stereo not given)	-6	7	-4.0	6	-12	17	1	1	4
O=C(c1ccco1)N1CCN(C(=O)c2cccn3c(=O)c4c5c(sc4nc23)CCCC5)CC1	4	-12	5.0	0	-4	-7	-7	3	0
COc1ccc(OCC(=O)NNC(=O)c2ccc3c(=O)n4c(nc3c2)CCC4)cc1	-2	7	1.8	0	-1	2	-10	1	-1
CS(=O)(=O)N1CCc2nc(-c3ccccc3)sc2C1	15	-3	-0.3	5	-6	-2	-4	1	-3

For reference, part of the list above.
SMILES	CHRM5 antagonist	M4 PAM	CRFR2-BP ag	M1 PAM	M4 antag	CHRM5 PAM	CHRM1 antagonist	M4 ag	CHRM5 agonist
COc1ccccc1[C@@H]1C(c2ccccc2)=NN(c2ccc(Br)cc2)[C@H]1C(=O)N1CCOC1=O	9	-4	-0.4	-12	-1	-5	9	-1	1
O=C(CC1CCCCC1)NCc1cn2ccsc2n1	-10	-3	-0.1	5	-6	-1	-2	0	-3
CCN(C[C@H]1N[C@@](C)(C(=O)OC)[C@H]2C(=O)N(C)C(=O)[C@@H]12)S(=O)(=O)c1ccc(OC(F)(F)F)cc1	-10	-7	0.9	-1	2	-2	1	-1	-2
CC1(C)CC(NC(=O)Cc2ccccc2)CC(C)(C)N1	11	-4	0.4	3	2	-3	-8	0	-6
Cc1ccc(NC(=O)[C@H](Cc2ccccc2)NC(=O)[C@@H]2Cc3ccccc3CN2)c(C)c1	11	2	-0.1	11	-2	2	-18	2	-1
Cn1c(-c2c(N)n(-c3ccccc3)c3nc4ccccc4nc23)nc2ccccc21	19	2	86*	-1	9	-13	11	10	9
Cc1cc(C(=O)NNC(=O)c2cccc(C(F)(F)F)c2)no1	7	-13	-2.1	4	-2	-6	10	4	-1
CN(C)c1cccc2c(/C=N/O)ccc(N(C)C)c12	3	-5	1.0	-12	6	-7	8	0	-10
CCOc1ccc(NC(=S)c2ccc3ccccc3n2)cc1	6	2	0.0	7	3	1	-19	1	-2
CC(O)CNCCOc1ccccc1-c1ccccc1 (stereo not given)	1	7	-4.2	-1	0	5	-8	3	-4
NC(=S)NN=C1CSSC1	-7	8	-1.4	7	-26	4	-13	2	-1
COc1cccc(-n2nnnc2SCC(=O)Nc2cccc(NC(C)=O)c2)c1	0	-9	-1.3	-3	-1	-14	1	7	6
COc1cc(/C=C/C(=O)OC(C)C(=O)Nc2c(C)n(C)n(-c3ccccc3)c2=O)ccc1OCC#N (stereo not given)	-6	7	-4.0	6	-12	17	1	1	4

(list continues)
SMILES	CHRM5 antagonist	M4 PAM	CRFR2-BP ag	M1 PAM	M4 antag	CHRM5 PAM	CHRM1 antagonist	M4 ag	CHRM5 agonist
Cc1oc(/N=C/c2cccc([N+](=O)[O-])c2)c(C#N)c1C	9	-1	0.5	6	-1	4	-5	1	1
COc1ccc(C(=O)Nc2cccc3c2CCCC3)cc1OC	2	3	-2.1	4	2	2	-9	2	1
Oc1c(C(c2ccc(F)cc2)N2CCc3ccccc3C2)sc2ncnn12 (stereo not given)	-1	-6	-1.7	0	-2	-4	-8	1	0
COC(=O)c1ccccc1NC(=O)CS(=O)(=O)Cc1nc(-c2ccc(C)cc2)oc1C	0	-13	-0.1	-17	-1	-1	6	1	-1
COc1cccc(CNC(=O)C2CC(=O)N(C3CCCCC3)C2)c1 (stereo not given)	1	8	4.7	3	-18	6	-5	3	-1
Cc1cccc(NC(=O)Nc2cccc3ccccc23)c1	3	2	2.1	8	-9	-10	-12	2	-2
CC1=C(C)[N+](=O)C2(O)CCCCC2(C)N1[O-] (stereo not given)	-5	1	1.8	7	-1	5	-1	0	-1
COc1ccc(C2C3=C(CCCC3=O)Nc3nc(C(F)(F)F)nn32)cc1OC (stereo not given)	-9	9	-1.0	9	-11	6	-12	1	-3
COc1cccc(C(=O)N/N=C(\C)c2cccc(NC(=O)c3ccc(F)cc3)c2)c1OC	4	-6	-3.9	-4	12	0	6	6	-2
O=C(c1ccc(N2CCOCC2)cc1[N+](=O)[O-])N1CCOCC1	11	6	-0.5	1	1	0	5	1	-2
CCOc1cc(/C=C2\C(=O)N(CCC#N)N=C2C)ccc1OCC(N)=O	-2	-1	-1.7	8	8	8	-6	1	2
O=S(=O)(c1cc(Cl)ccc1Cl)N1CCCCC1	5	-6	0.1	3	2	-3	0	-1	-5
CC(=O)c1ccc(OC(C)C(=O)OCC(=O)NCCc2ccccc2)cc1 (stereo not given)	-5	10	-1.0	13	0	-4	-13	15	1
Fc1ccccc1-c1[nH]ncc1-c1nnnn1-c1ccccc1	15	-5	0.0	4	10	-4	3	2	-10
Oc1ccccc1-c1nc2c3ccccc3c3ccccc3c2[nH]1	6	2	7.1	15	-1	0	-18	1	-2
CS(=O)(=O)c1ccc(C(=O)Nc2ccc(-c3nc4ccccc4[nH]3)cc2)cc1	8	3	2.5	2	-9	-8	2	3	-3
O=C(Cn1cnc2ccccc21)OCC(=O)N1CCc2ccccc2C1	-3	-5	-1.7	12	0	-4	-12	1	0
CCC(C)NC(=O)c1cccc(OCc2c(C)noc2C)c1 (stereo not given)	4	5	-2.0	5	2	-2	-1	0	-2
N=C1C=CC=C2C1=NC1(CCCCC1)N2O	2	10	-0.1	2	6	-2	-3	3	1

High-throughput results from PubChem BioAssay.
